# Screening results from PubChem BioAssay.
# ALOX12 inh = inhibitors of human 12S-lipoxygenase ALOX12. P18054. purified 12hLO, xylenol orange hydroperoxide absorbance. Potency, µM (doses to about 108 µM), without a hit: top-dose activity change, negative = inhibition, most hits filed as inhibitors. 1.1% of 580,000 active; active = well fitted inhibition curve with a large enough effect; inconclusive = small, poorly fitted or top-dose-only effect, or another doubt; inactive = no such curve, though single readings can be large or run the other way
# Target sequence (P18054 whole entry, looked up): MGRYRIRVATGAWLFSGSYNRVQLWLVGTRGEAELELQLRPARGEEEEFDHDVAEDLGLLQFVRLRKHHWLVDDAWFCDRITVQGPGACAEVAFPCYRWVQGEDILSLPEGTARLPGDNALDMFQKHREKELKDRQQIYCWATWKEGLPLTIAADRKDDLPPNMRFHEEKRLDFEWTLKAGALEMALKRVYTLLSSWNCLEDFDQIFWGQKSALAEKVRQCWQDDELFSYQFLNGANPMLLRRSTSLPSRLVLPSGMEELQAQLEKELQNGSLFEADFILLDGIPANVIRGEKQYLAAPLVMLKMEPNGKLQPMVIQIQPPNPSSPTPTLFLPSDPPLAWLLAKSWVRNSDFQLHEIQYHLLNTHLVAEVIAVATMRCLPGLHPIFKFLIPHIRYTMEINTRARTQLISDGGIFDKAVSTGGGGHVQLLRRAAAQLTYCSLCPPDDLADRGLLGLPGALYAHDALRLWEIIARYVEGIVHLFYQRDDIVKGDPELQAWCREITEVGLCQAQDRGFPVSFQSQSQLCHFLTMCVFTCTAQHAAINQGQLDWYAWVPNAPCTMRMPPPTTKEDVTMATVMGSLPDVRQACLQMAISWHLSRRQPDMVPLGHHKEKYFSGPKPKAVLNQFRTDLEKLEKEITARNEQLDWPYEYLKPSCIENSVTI
#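 Purified human 12hLO at 150 nM in 25 mM Hepes, 0.01% Triton X-100, pH 7.0, preincubated 15 min at room temperature with compound. Reaction started with 40 uM arachidonic acid, 30 min at room temperature. Hydroperoxide measured by Fe-xylenol orange, 573/405 nm absorbance ratio.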
# Active calls of the source: *; ? = inconclusive; & = joins results of further samples; [ ] = another dose, or the depositor's remark. % is set by controls: 0 for no effect and ±100 for the full control effect; potency is the fitted concentration of half-maximal effect. Only part of the results is shown. The share of hits here may be higher or lower than overall.
SMILES,ALOX12 inh
N#Cc1ccc(NC(=O)N[C@H]2CC[C@@]34CCCN3C(=O)CCC[C@H]4C2Cc2ccccc2)cc1 (stereo partly specified),-19.5%
NC(=O)[C@@H](Cc1ccccc1)NC(=O)C1=C[C@@H](NC(=O)CS(=O)(=O)c2ccccc2)[C@@H](O)[C@H](O)C1,20.9%
CCN(CC)CCNC(=O)c1c(C)[nH]c(C=C2C(=O)Nc3ccc(F)cc32)c1C,?
O=C(c1ccco1)N1CCC2(CC1)CC(N(Cc1ccccc1)C1CC1)CCO2 (stereo unspecified),18.9%
COc1cccc(C2Cn3nnc(-c4nc(-c5ccc(C(F)(F)F)cc5)no4)c3CO2)c1 (stereo unspecified),34.0%[activator]
Cc1cccc(CC(=O)NCCC2CCN(C(=O)Nc3ccccc3)CC2)c1,36.7%[activator]
Cc1cc(C)c(S(=O)(=O)N[C@H]2CC[C@@]34CCCN3C(=O)CCC[C@H]4[C@H]2C)c(C)c1,-28.4%
COc1ccccc1N1CCN(c2ncncc2-c2nc(-c3ccccc3)no2)CC1,7.7%
Cc1ccccc1C(=O)c1ccc(Nc2ccc(Br)cc2N)cc1Cl,-2.5%[57.4 µM]
Cc1cccc(NC(=O)c2cc3n(n2)CC(c2ccc(Cl)cc2)OC3)c1C (stereo unspecified),25.9%
CCN(CC)[C@H]1[C@@H]2OC[C@@H](O2)[C@@H](NCc2ccc(OC(F)(F)F)cc2)[C@@H]1O,14.1%[176 µM]
O[C@@H]1C[C@@H](c2nc(-c3ccc(F)cc3)no2)N(Cc2cc3ccccc3o2)C1,10.7%[176 µM]
CCCN(Cc1ccc(S(=O)(=O)NC)cc1)Cc1ccccc1OC,21.1%
COCCc1noc(C2Cc3ccccc3N2C(=O)Cc2ccc(OC)c(OC)c2)n1 (stereo unspecified),35.7%[activator]
COCCn1c(=O)c2c(n1Cc1ccccc1)CN(C(=O)c1ccc(Oc3ccccc3)cc1)CC2,-2.5%
Cc1cccc(N(C)C(=O)Cn2c(-c3cccc(Cl)c3)nc(C)c(CCO)c2=O)c1,?
CC(C)(C)CN1C[C@@H](C(=O)O)C[C@H](C(=O)NCc2cccnc2)C1,-11.8%
O=C(c1ccc(Cl)cc1)N1CCC2(Cc3ccccc3CNC2=O)C1 (stereo unspecified),8.7%[6.33 µM]
CCC(=O)N1CC(C(N)=O)C2(CCOCC2)C1 (stereo unspecified),30.8%
Cc1ccc(-n2cccc2CC(=O)N2CCCC2)cc1,?
Cc1nonc1CC(=O)N1CCCC(c2nnc(Cn3cccn3)n2C)C1 (stereo unspecified),4.3%
Clc1ccc2ncc(-c3cccc(NC4CNC4)n3)n2c1,15.8%[57.4 µM]
CCOc1cccc(CN2CCCC(COc3ccccc3C(=O)N3CCCC3)C2)c1 (stereo unspecified),44.8%[activator]
COC(=O)[C@H](NC(=O)[C@@H]1[C@@H](NC(=O)Nc2cccc(OC)c2)CCN1C(=O)c1cccn1C)C(C)C,23.6%
Fc1ccc(-c2cnc([C@@H]3COCCN3Cc3cccnc3)[nH]2)c(F)c1,7.0%[176 µM]
COc1ccc2nc(CO[C@H]3CN(Cc4ccc(S(C)(=O)=O)cc4)C[C@H]3F)[nH]c2c1,-29.7%[176 µM]
CC1(C)[C@H]2CC[C@@H](CNC(=O)c3ccccn3)[C@@H]1C2,15.4%[176 µM]
Cc1ccc(C)c(Cn2c(-c3ccc(Cl)cc3)nc(C)c(CCO)c2=O)c1,-5.9%
O=C(CSc1ccc(Cl)cc1)N[C@@H]1COCC[C@@H]1OCC1CC1,7.1%
CC(C)CCN1CCC2(CC1)COc1ccccc1[S+](=O)([O-])N2,1.0%[6.33 µM]
COCCOc1ccc(C(=O)N[C@@H]2CN(C(=O)Nc3ccccc3)CCC[C@H]2O)cc1,6.4%[176 µM]
Cc1ccc(C(=O)N2CCC(c3n[nH]c(=O)n3Cc3ccc(F)cc3)CC2)c(C)c1,0.7%
C[C@H]1COc2cc(NCCCN3CCOCC3)ccc2S(=O)(=O)N1,?
O=C(NCc1ccnc2[nH]ccc12)c1ccc(C(F)(F)F)cc1,4.2%&56.3%[176 µM]
CNc1ccc(C(=O)N2CCC3(CCCNC3)C2)cc1 (stereo unspecified),?
Cc1ccc(Oc2c(CCC(=O)NC(C)C)c(C)nn2-c2ccccc2)cc1,?
CN1CCN(c2cnn(CCC(N)=O)c(=O)c2)CC1,35.0%[activator]
CN(CC1CCOC1)C(=O)Cc1ccccc1 (stereo unspecified),?
COc1ccccc1N1CCN([C@@H]2[C@H](O)[C@H](CO)O[C@@H]2CNC(=O)Nc2ccc(F)cc2F)CC1,?
COc1ccc(CCC(=O)N2CCC(N3C(=O)C(O)C34CCCCC4)CC2)cc1 (stereo unspecified),-2.9%
O=C(Nc1cc(F)ccc1Cl)c1cc2n(n1)CC(c1ccc(Br)cc1)OC2 (stereo unspecified),?
CS(=O)(=O)c1ccc(N2CCN(C(=O)[C@H]3CC[C@@H](N)C3)CC2)c(F)c1,26.5%
Nc1cc(=O)n(Cc2ccccc2)c(N)c1C(=O)NCc1ccccc1,-1.9%
Cc1nc(-c2ccc(F)cc2)n(Cc2nc(-c3ccc(Cl)cc3)oc2C)c(=O)c1CCO,-14.0%
COc1cc(=O)n2c(c1C(=O)Nc1cccc(Cl)c1F)CCCC2,4.7%
Nc1nc(C2CC(O)C2)cc(N2CCc3sccc3C2)n1 (stereo unspecified),?
Cn1ccnc1C(O)c1cc2n(n1)CCN(S(=O)(=O)C1CC1)C2 (stereo unspecified),16.1%
NC(=O)CCNC(=O)C1=C[C@@H](NC(=O)Cc2cccs2)[C@@H](O)[C@H](O)C1,59.3%[activator][176 µM]
Cc1noc(C)c1-c1cc2c(c(-c3cccc(OC(C)C)c3)c1)C(=O)N(C)C2,10.8%[176 µM]
COCCOc1ccc(-c2noc([C@@H]3CCCN3C3CCC3)n2)cn1,-2.1%[176 µM]
Cc1noc(C)c1C(=O)N1Cc2ccccc2CC2(CCN(CC3CCNCC3)CC2)C1,-9.5%[6.33 µM]
CN1C[C@@H]2CCCN3CCC[C@@H]([C@H]23)[C@H]1CCCC(=O)NCCc1nc2ccccc2n1C,55.0%[activator]
COCCn1c(=O)c2c(n1Cc1ccccc1)CN(C(=O)c1cc3ccccc3[nH]1)CC2,6.0%[176 µM]
O=C1CCC2(CCN1)CCN(C(=O)C1CCC1)CC2,27.9%
O=C(c1ccccc1)N1CC2(CCCCN2Cc2cccnc2)Cc2ccccc21 (stereo unspecified),5.6%[6.33 µM]
CCCNC(=O)CCC1CCN(S(=O)(=O)c2ccccc2)CC1,30.3%[activator]
CC(C)c1nc2c(c(-c3ccc(O)cc3)n1)CCN(Cc1ccsc1)CC2,-7.7%
COc1ccc(-c2[nH]ncc2CNC(=O)C2CC3(CCNCC3)CN2)cc1 (stereo unspecified),16.7%
CN1CCC(N2CCOC[C@H](OCC(=O)N(C)C)C2)CC1,1.1%[176 µM]
COC1C(=O)N(CC2CC2)C12CCN(C(=O)c1ccc(C)s1)CC2 (stereo unspecified),-2.7%
# The list continues:
SMILES,ALOX12 inh
COC(=O)C(c1cccc(OC)c1)(c1cn(C)c2ccccc12)C(Nc1ccccc1)c1ccccc1 (stereo unspecified),-5.8%
Cc1cc(-c2cc(C(=O)NCc3c(C)cc(C)[nH]c3=O)c3c(c2)ncn3C)ccn1,-27.7%[176 µM]
CCn1ncc(C(=O)N2C[C@@H](CO)[C@H](c3nc(C4CC4)no3)C2)c1C,-1.0%
COC(=O)C1CN(Cc2ccc(F)cc2)CCS(=O)(=O)N1Cc1ccc(Cl)cc1 (stereo unspecified),7.0%
COCCOC1CCOC2(CCN(S(=O)(=O)c3cccc(OC)c3)CC2)C1 (stereo unspecified),33.0%[activator]
CC1CCN(C(=O)C2CCCN(c3cnn(C)c(=O)c3)C2)CC1 (stereo unspecified),1.1%
CCCn1cc(-c2ccnc(NCc3cccc(C)c3)n2)c(C)n1,44.2%[activator]
O=C(NCc1ccccc1)C1CCC(=O)N1C1CCN(C(=O)c2ccc(Cl)cc2)CC1 (stereo unspecified),35.5%
COCCN(C)C[C@H]1C[C@H](CO)CN(C(=O)c2csc(C(C)=O)c2)C1,29.0%
CC(C)NC(=O)N(C1CC1)C1CCOC2(CCN(C(=O)Cc3ccccc3)CC2)C1 (stereo unspecified),19.0%
COCC1CN(C)CC12CCN(S(=O)(=O)c1ccc3c(c1)OCCO3)CC2 (stereo unspecified),1.3%
COC(=O)[C@]12C[C@H](CC(=O)N3CCCC3)C(=O)N(Cc3ccccc3)C1=C[C@H](C(C)C)O[C@@H]2C1CC1,-2.0%
CN(C)Cc1nnc(C2CCCN(C(=O)c3cnn4ccccc34)C2)n1C (stereo unspecified),15.0%
O=C(NCc1cccs1)c1cc(-c2cccnc2)c2nncn2n1,4.5%[6.33 µM]
COc1ccc(-c2nnc([C@H]3CCN(Cc4ccc(F)c(F)c4)C3)o2)cc1,59.5%[activator][176 µM]
COc1ccc(C(=O)N2CCCCCCNC(=O)[C@@H]3CCC[C@@H]32)c(OC)n1,11.5%
COc1cc(OC)c(NC(=O)Cn2nc3n(c2=O)CCCC3)cc1Cl,12.3%
N#Cc1cccc(CN2CC[C@H]3C(=O)NCCCCCCN(Cc4ccncc4)[C@@H]3C2)c1,115.3%[activator]
Cc1ccc(-n2nc(C)c([C@@H]3C=C[C@@H](NS(=O)(=O)c4cccs4)C3)c2C)cc1Cl,?
COc1ccc(-c2ccc3c(c2)C(=O)N2CCN(C(=O)C4CCNCC4)C[C@@H]2C(=O)N3)c(OC)c1,-1.6%
CN1CCN(Cc2nc(C3(O)CCN(C4CCCC4)CC3)cs2)CC1,35.0%[activator][176 µM]
CNC(=O)[C@@H]1C[C@H](Oc2cccnc2)CN1C(=O)c1cc(-c2ccc(F)cc2)n[nH]1,90.9%[activator]
COc1ccc(-c2cc(N3CCCC(NC(=O)c4cccc5[nH]ccc45)C3)n[nH]2)cc1 (stereo unspecified),26.5%
Cn1cnc(S(=O)(=O)N2CCCC(C(=O)Nc3ccc(F)cc3F)CCNC(=O)CC2)c1 (stereo unspecified),22.6%
CCCS(=O)(=O)N1CC[C@@H]2COCCN(Cc3ccccc3)[C@@H]2C1,4.3%
COc1ccccc1NC(=O)NC[C@H]1O[C@H](Cc2cc(-c3ccc(F)cc3)on2)CC[C@@H]1O,7.0%
COc1ccc(C(=O)N[C@@H]2CN(C(=O)Nc3ccccc3)CCC[C@H]2O)cc1,3.2%[176 µM]
Cc1cc(C)c(S(=O)(=O)N2CCn3c(nn(CC4CC4)c3=O)C2)c(C)c1,75.5%[activator]
CCOc1cc(-c2nc3ccc(-c4ccc(OC)c(OC)c4OC)cc3o2)ccc1OC,9.4%
COc1ccc(NC(=O)Cn2c(C)ccc(NS(=O)(=O)c3ccccc3)c2=O)cc1,36.0%[activator]
CNC(=O)c1cc[nH]c1C1CCCN(C(=O)c2cc(C3CC3)[nH]n2)C1 (stereo unspecified),24.5%
Cc1cccc(OCC(=O)N2CCC(c3n[nH]c(=O)n3-c3ccccc3)CC2)c1,1.2%
COCc1cn(C[C@H]2C[C@@H](NC(=O)c3ccc4c(c3)OCO4)[C@H](O)[C@@H]2O)nn1,-8.4%[176 µM]
CC(C)[S+](=O)([O-])N1CCC2OCCN(Cc3ccccc3F)C(=O)C2C1 (stereo unspecified),12.2%[176 µM]
Oc1ccccc1CNC1(Cc2cc(CN3CCOCC3)on2)COC1,0.1%[176 µM]
COc1ccc(-c2cc(N3CCCN(C(=O)c4ccc(C)c(C)c4)CC3)n[nH]2)cc1,-6.0%
O=C1NC2(CCN(Cc3cncs3)C2)Oc2ccccc21 (stereo unspecified),-7.3%[176 µM]
O=C(NCCN1CCCCC1)C1CCc2ncc(-c3ccsc3)n2C1 (stereo unspecified),41.9%
COCc1cc(CC2(NC(C)C)COC2)no1,7.9%[176 µM]
CC(C)N1CCCC2(CCN(CCCC(=O)O)C2)C1=O (stereo unspecified),41.4%

# Reformatted: results already given.
ALOX12 inh	SMILES
4.3%	CCCS(=O)(=O)N1CC[C@@H]2COCCN(Cc3ccccc3)[C@@H]2C1
7.0%	COc1ccccc1NC(=O)NC[C@H]1O[C@H](Cc2cc(-c3ccc(F)cc3)on2)CC[C@@H]1O
3.2%[176 µM]	COc1ccc(C(=O)N[C@@H]2CN(C(=O)Nc3ccccc3)CCC[C@H]2O)cc1
75.5%[activator]	Cc1cc(C)c(S(=O)(=O)N2CCn3c(nn(CC4CC4)c3=O)C2)c(C)c1
9.4%	CCOc1cc(-c2nc3ccc(-c4ccc(OC)c(OC)c4OC)cc3o2)ccc1OC
36.0%[activator]	COc1ccc(NC(=O)Cn2c(C)ccc(NS(=O)(=O)c3ccccc3)c2=O)cc1
24.5%	CNC(=O)c1cc[nH]c1C1CCCN(C(=O)c2cc(C3CC3)[nH]n2)C1 (stereo unspecified)

# Structures listed so far with bromine (2):
SMILES,ALOX12 inh
Cc1ccccc1C(=O)c1ccc(Nc2ccc(Br)cc2N)cc1Cl,-2.5%[57.4 µM]
O=C(Nc1cc(F)ccc1Cl)c1cc2n(n1)CC(c1ccc(Br)cc1)OC2 (stereo unspecified),?

# (cont.)
SMILES,ALOX12 inh
NC(=O)N1CCC(CC(=O)N2CCC([C@H]3c4ncc(Br)cc4CCc4cc(Cl)cc(Br)c43)CC2)CC1,-22.8%[57.4 µM]
CCOc1ccc(CC(=O)N2CCC(Cc3nc(C(C)C)no3)CC2)cc1,33.6%[activator]
CC(C)c1noc(-c2cn(C3CCCN(C(=O)c4ccc(C(C)(C)C)cc4)C3)nn2)n1 (stereo unspecified),23.5%
COc1cc(NC(=S)N[C@H]2CO[C@H]3[C@@H]2OC[C@H]3OC(=O)Nc2ccccc2)cc(OC)c1,-15.7%
O=C(C1CCC1)N1CCN(C2CCN(Cc3cccnc3)C2=O)CC1 (stereo unspecified),-6.4%
O=C(Cc1ccc(F)cc1)N1CCN(c2cc(C(F)(F)F)ncn2)CC1,23.1%
